Compound activity (PubChem BioAssay)
SW480 rerep: induces DNA re-replication in SW480 colon adenocarcinoma cells; SW480 DNA re-replication, Hoechst DNA content imaging, 48 h; Potency, µM (titrated, usually from 46.1 µM), without a hit: top-dose re-replication activation, most hits filed as activators; actives 1.8% (n = 340,000); note: % of control where 0% means no effect; nearly all actives have a fitted effect of over 55% in size
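Hoechst fluorescence of nuclei (405 nm excitation, 500-530 nm emission) measured by plate-scanning imager after 48 hr compound exposure at 37 C; re-replication scored as increased number of nuclei with elevated intensity.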
KB-V1 cytotox: KB-V1 MDR subline cytotoxicity; actives 3.4% (n = 400,000); AID 1347076; Potency, µM (highest dose often 46.1 µM), for the others: at the top dose activity change, negative = cytotoxicity, actives largely listed as cytotoxic; KB-V1 MDR cells viability, CellTiter-Glo, 72 h; note: % is set by controls: 0 for no effect and ±100 for the full control effect; nearly all actives have a fitted effect of over 60% in size
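KB-V1 cells (P-gp-expressing MDR subline of KB-3-1) in phenol-red-free DMEM with 10% FBS were exposed to library compounds over a concentration series for 72 h at 37 degrees C. Viability read by CellTiter-Glo luminescence; concentration-effect curves fitted after normalization.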
TDP43 rescue: rescues yeast growth from TDP-43 toxicity | TDP-43 expressing yeast growth rescue, BacTiter-Glo, 24 h | Potency, µM (series often up to 46.1 µM), for the others: at the highest dose growth rescue (activation), most hits filed as activators | actives 1.8% (n = 410,000) | AID 652104; note: % of control where 0% means no effect; nearly all actives have a fitted effect of over 50% in size
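Luminescence from BacTiter-Glo reports growth of TDP-43-expressing yeast after 24 hr at 30 deg C with compound. Cells were raffinose-pregrown to mid-log, then seeded in galactose medium at OD600=0.02.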
GLP1R ag: activates the human GLP-1 receptor; HEK293 GLP-1R CRE-luciferase, luminescence, 4-6 h; cells express a hypersensitive GLP-1R form; actives 0.007% (n = 380,000); Potency, µM (top dose mostly 45.6 µM), inactives show top-dose activation, usual class: activators; AID 624172; note: % of control where 0% means no effect
Target sequence (P43220 whole entry, looked up): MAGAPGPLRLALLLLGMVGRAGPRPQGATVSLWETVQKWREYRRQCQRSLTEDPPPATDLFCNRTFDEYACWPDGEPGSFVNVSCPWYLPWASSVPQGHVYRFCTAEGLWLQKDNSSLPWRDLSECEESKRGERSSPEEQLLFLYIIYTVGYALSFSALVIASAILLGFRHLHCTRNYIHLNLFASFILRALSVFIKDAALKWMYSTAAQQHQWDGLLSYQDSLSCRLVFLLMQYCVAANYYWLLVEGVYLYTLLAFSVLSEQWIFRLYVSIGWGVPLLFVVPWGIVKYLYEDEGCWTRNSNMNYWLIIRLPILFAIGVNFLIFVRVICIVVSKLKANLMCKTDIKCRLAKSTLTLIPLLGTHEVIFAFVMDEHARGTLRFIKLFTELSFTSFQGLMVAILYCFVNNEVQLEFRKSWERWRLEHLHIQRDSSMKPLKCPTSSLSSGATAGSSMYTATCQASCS
HT1080 IDH1KD tx: kills HT-1080 cells with IDH1 knockdown; HT-1080 IDH1 knockdown viability, ATP luminescence, 48 h; Potency, µM (doses to about 46.1 µM), for the others: at the top dose activity, negative = toxicity, usual class: cytotoxic; actives 2% (n = 360,000); AID 686971;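 note: 0% = DMSO wells and -100% = cell-free medium wells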
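HT-1080-IDH1KD cells (IDH1 knocked down), 750/well in RPMI with 5% FBS, treated with compound 48 h at 37 degrees C. Viability by CellTiter-Glo luminescence, normalised to DMSO and no-cell wells; concentration-response curves classed.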
HEK293 tox: cytotoxic in the GLP-1 receptor inverse agonist counter-screen; HEK293 cAMP-luciferase reporter cells, luminescence, 24 h; Potency, µM (highest dose often 38.3 µM), without a hit: at the highest dose activity change, negative = inhibition, most hits filed as inhibitors; actives 0.13% (n = 410,000);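 note: loss of luciferase light is scored as toxicity; % is set by controls: 0 for no effect and ±100 for the full control effect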
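Seeding density was 200 cells/uL; after overnight-length (12 h) culture, 23 nL compounds went on for 24 h at 37 °C. Readout used a luciferase detection reagent, luminescence taken after 12 min at room temperature.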
KB-3-1 cytotox: KB-3-1 parental cell cytotoxicity. actives 1.4% (n = 400,000). KB-3-1 viability, CellTiter-Glo ATP luminescence, 72 h. Potency, µM (top dose mostly 46.1 µM), inactives show at the highest dose activity change, negative = cytotoxic, usual class: cytotoxic; note: % is set by controls: 0 for no effect and ±100 for the full control effect; nearly all actives have a fitted effect of over 60% in size
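Using CellTiter-Glo luminescence, growth of non-resistant KB-3-1 adenocarcinoma cells is assessed 72 h after pin-tool compound addition at 37 °C. Normalized responses across the concentration series yield fitted curves.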
GLP1R inv ag: GLP-1 receptor (human) inverse agonism. P43220. HEK293 GLP-1R CRE-luciferase, luminescence, 24 h; GLP-1R form is constitutively active. Potency, µM (titrated, usually from 38.3 µM), inactives show top-dose activity change, negative = inhibition, hits mostly inhibitors. actives 1.6% (n = 410,000). AID 624417; note: % is set by controls: 0 for no effect and ±100 for the full control effect; nearly all actives have a fitted effect of over 55% in size
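Readout was luciferase luminescence, measured 12 min after detection reagent at room temperature. Beforehand, GLP-1R reporter HEK293 cells had sat 12 h, then received compounds for 24 hr at 37 deg C.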
HT1080NT lethal: kills 2HG-producing HT-1080-NT fibrosarcoma cells; HT-1080-NT fibrosarcoma viability, CellTiter-Glo ATP luminescence, 48 h; Potency, µM (top dose mostly 46.1 µM), for inactives: at the top dose activity, negative = less viability, usual class: cytotoxic; actives 1.6% (n = 360,000); AID 686970;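 note: NT is the 2HG producing partner of a matched IDH1 knockdown line; 0% = DMSO-treated cells and -100% = media-only wells without cells; nearly all actives have a fitted effect of over 55% in size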
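A 48-hour cytotoxicity screen used HT-1080-NT cells plated 2 hours before compound delivery. ATP-based CellTiter-Glo luminescence measured viability, normalized to DMSO and no-cell controls.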
Numbers without * were called inactive; u = inconclusive; x = no result given; & = joins results of further samples; [ ] = another dose, or the depositor's remark. Calls come from the whole dose curve; as a rule, active = well fitted curve in the direction sought with a large enough effect; inconclusive = small, poorly fitted or top-dose-only effect, or another doubt; inactive = no such curve, though single readings can be large; an effect the other way counts as inactive or inconclusive. Potency is the fitted concentration of half-maximal effect. Random draw from the library; overall some 9.4% were active at least once.

SMILES	SW480 rerep	KB-V1 cytotox	TDP43 rescue	GLP1R ag	HT1080 IDH1KD tx	HEK293 tox	KB-3-1 cytotox	GLP1R inv ag	HT1080NT lethal
O=C(NCC(O)CO)c1ccc2[nH]c3ccccc3c2c1 (stereo not drawn)	-3%	-1%	0%	-10%	6%	-5%	3%	2%	7%
Nc1ccc(S(=O)(=O)N2CCCC2)cc1Cl	0%	0%	-13%	-2%	3%	6%	12%	9%	-8%
COc1ccc2cc(-c3nc(Cl)c4c5c(sc4n3)CC(C)CC5)c(=O)oc2c1 (stereo not drawn)	x	u	12%	1%	x	0%	1%	0%	x
Cc1cccc(NC(=S)NC(=O)c2ccco2)c1C	-2%	2%	u	15%	17%	0%	10%	-17%	18%
COC(=O)CSc1nc(-c2ccccc2)nc2ccccc12	-14%	u	-7%	u	6%	1%	0%	8%	-2%
Cn1c(C(=O)N(Cc2ccccc2)Cc2ccccn2)cc2sccc21	-6%	0%	-1%	1%	u	6%	-15%	-1%	u
COc1ccc(CN(C)CC(=O)N2CCc3ccccc3C2)cc1	1%	12%	-8%	10%	7%	2%	19%	-23%	5%
O=C(O)CCN1C(=O)c2ccc(NC(=O)CCc3ccccc3)cc2C1=O	0%	29%	18%	-8%	2%	3%	0%	11%	1%
Nc1ncnc(Nc2cc(Cl)cc(Cl)c2)c1[N+](=O)[O-]	-3%	-15%	2%	-24%	2%	89%[activator]	15%	7%	0%
CCS(=O)(=O)c1nc2ccccc2n1CC(=O)N1CCOCC1	-3%	6%	6%	-3%	4%	-11%	5%	1%	0%
S=c1[nH]nc(C2CCCCC2)n1/N=C/c1cccc(Br)c1	2%	-2%	17%	0%	5%	0%	-10%	-10%	10%
COC(=O)c1ccc(NC(=O)C(=O)NCCc2sc(-c3cccc(F)c3)nc2C)cc1	x	7%	0%	x	x	1%	0%	12%	x
C[C@]12c3[nH]c4ccc(Cl)cc4c3CCN1C(=O)[C@@H](CC(=O)NCc1ccco1)C[C@@H]2C(=O)N1CCOCC1	2%	0%	24%	-1%	-5%	2%	0%	-10%	0%
O=C(Nc1ccc(S(=O)(=O)Nc2ncccn2)cc1)C1=COCCO1	-6%	-3%	10%	-8%	1%	-14%	1%	-9%	1%
O=C(NC1CCS(=O)(=O)C1)c1ccc(S(=O)(=O)N2CCCC2)cc1 (stereo not drawn)	0%	8%	9%	-14%	11%	5%	15%	11%	-1%
COc1ccc(NC(=O)CNC(=O)Cn2ccc3ccccc3c2=O)cc1OC	x	-40%	7%	0%	x	1%	0%	23%	x
CSCCC(NC(=O)c1ccccc1Cl)C(=O)NNC(=O)c1csc(N2CCOCC2)n1 (stereo not drawn)	-2%	1%	5%	0%	0%	6%	6%	7%	0%
Cc1noc(C)c1COc1ccc(C(=O)NNC(=O)c2ccccc2)cc1	13µM*	7.3µM*	1%	-3%	15µM*	-11%	4.6µM*	u	u
CC(C)COc1ccc(C(=O)N2C(=O)c3ccc(N)cc3C2=O)cc1	-119%[inhibitor]	27%	10%	13%	21%	-3%	0%	13%	1%
Cc1ccc(NC(=O)CSC2=Nc3ccccc3C3CC=NN23)c(C)c1 (stereo not drawn)	-5%	13µM*	u	0%	-3%	15%	-19%	23%	9%

Arranged by length of the SMILES (low to high): some entries from above.
SMILES	SW480 rerep	KB-V1 cytotox	TDP43 rescue	GLP1R ag	HT1080 IDH1KD tx	HEK293 tox	KB-3-1 cytotox	GLP1R inv ag	HT1080NT lethal
COC(=O)CSc1nc(-c2ccccc2)nc2ccccc12	-14%	u	-7%	u	6%	1%	0%	8%	-2%
S=c1[nH]nc(C2CCCCC2)n1/N=C/c1cccc(Br)c1	2%	-2%	17%	0%	5%	0%	-10%	-10%	10%
CC(C)COc1ccc(C(=O)N2C(=O)c3ccc(N)cc3C2=O)cc1	-119%[inhibitor]	27%	10%	13%	21%	-3%	0%	13%	1%

(more compounds)
SMILES	SW480 rerep	KB-V1 cytotox	TDP43 rescue	GLP1R ag	HT1080 IDH1KD tx	HEK293 tox	KB-3-1 cytotox	GLP1R inv ag	HT1080NT lethal
Cc1cc(C)n(-c2cc(N3CCOCC3)nc(-c3ccccc3)n2)n1	u	u	-26%	0%	8%	2%	2%	-6%	-1%
COc1cc(/C=N/NC(=O)c2ccncc2)ccc1OCC(=O)Nc1ccc(C)c(C)c1	-1%	5%	8%	9%	-6%	1%	0%	17%	-7%
CCN(Cc1ccccc1)S(=O)(=O)c1ccc(C(=O)N(CCCN(C)C)c2nc3c(C)c(C)ccc3s2)cc1	6.5µM*	u	-14%	7%	18µM*	u	u	u	u
CC(C)NC(=O)C(=O)NCCC1CCCCN1S(=O)(=O)c1cccs1 (stereo not drawn)	-1%	0%	0%	-4%	19%	-5%	-2%	-17%	9%
COc1ccc(-c2cc3nc4c(c(=O)n3[nH]2)CCC4)cc1	0%	-18%	4%	-25%	14%	32%	6%	34%[activator]	12%
O=C(c1ccc(S(=O)(=O)N2CCC(c3nc4ccccc4[nH]3)CC2)cc1)N1CCOCC1	3%	-11%	-6%	7%	10%	0%	0%	0%	8%
Cc1nn(-c2ccccc2)c(C)c1NC(=O)COC(=O)CC(C)c1ccccc1 (stereo not drawn)	-125%[inhibitor]	u	-15%	4%	16%	-1%	0%	-18%	19%
CCn1cc(S(=O)(=O)c2ccc(OC)cc2)c(=O)c2cc(F)c(N3CCN(C)CC3)cc21	-2%	-12%	-2%	5%	-9%	-14%	0%	-5%	-18%
COc1ccccc1NC(=O)C1=C(C)Nc2nc(CCCO)nn2C1c1cccnc1 (stereo not drawn)	2%	u	13%	-5%	-1%	16%	0%	4%	7%
Cc1ccc(NC2=NCC(=O)N2Cc2ccc3c(c2)OCO3)c(C)c1	4%[9.22 µM]	u	9%	1%	-21%	-9%	11%	11%	-19%
CC1CCN(C(=O)CSc2nc(C(C)C)nc3c2c(=O)n(C)c(=O)n3C)CC1	2%	-23%	u	0%	-12%	-9%	-21%	-22%	-9%
COCCNC(=O)CN(CCc1ccccc1)S(=O)(=O)c1ccc(Br)cc1	u	-27%	-12%	-3%	0%	-1%	21%	-30%	1%
O=C1CCSC2(C(=O)N(Cc3ccccc3)c3ccccc32)N1c1ccccc1 (stereo not drawn)	x	-13%	u	x	x	7%	4%	11µM*	x
Cc1cc(/C=N/n2cnnc2)c(C)n1-c1ccc(Cl)cc1	2%	0%	28%	3%	-4%	3%	0%	-4%	-7%
CCCCCCCCCCCCCCCC[N+](C)(C)CC	u	10%	-92%[inhibitor]	-4%&-6%	16µM*	-23%	u	11µM*	16µM*
CCOC(=O)c1ccc(NC(=O)CN(c2ccc(C)cc2)S(=O)(=O)c2c(C)noc2C)cc1	x	u	u	-7%	x	-25%	u	u	x
CS(=O)(=O)N(CC(=O)Nc1cccnc1)c1ccc2c(c1)OCCO2	-2%	-2%	-11%	2%	-16%[9.24 µM]	1%	1%	3%	-5%
O=C(NC1CCN(Cc2ccccc2)CC1)c1ccc(N2CC3CC(C2)c2cccc(=O)n2C3)c([N+](=O)[O-])c1 (stereo not drawn)	u	7%	1%	0%	-8%	-19%	30%	-22%	-5%
Cc1cc(S(=O)(=O)Nc2cc(C)c(O)c(C)c2)c(C)s1	5%	9%	0%	0%	u	3%	2%	u	u
O=C(NC1CCCCC1)N1CCc2ccccc2C1	-1%	-18%	6%	6%	-4%	5%	-4%	u	-3%
COc1ccc(OC)c(NC(=O)c2cccc3c2C(=O)N(C2CCCCC2)C3)c1	u	6%&-18%	u	9%	-3%	1%&-6%	-10%&3%	11%&2%	3%
CCCn1c(SCC(=O)N(CC)c2c(N)n(Cc3ccccc3)c(=O)[nH]c2=O)nnc1-c1ccncc1	-4%	3%	-11%	-18%	-4%	-5%	6%	4%	-4%
O=S1(=O)CCOCCCN1Cc1ccccc1	-18%	u	1%	4%	0%	7%	12%&-9%	3%	0%
CC1(C(=O)Nc2ccc(Cl)c(C(F)(F)F)c2)Cc2c(-c3cccc(C(N)=O)c3)ccnc2O1 (stereo not drawn)	x	u	u	0%	u	-25%	-28%	u	23µM*
CC(=O)Nc1cccc(-c2ccnc3c2CC(C)(C(=O)NCCN(C)C)O3)c1 (stereo not drawn)	x	5%	29%	7%	5%	-8%	0%	21%	27%
O=C(CCCN1C(=O)/C(=C/c2cccs2)SC1=S)Nc1cccnc1	-46%[inhibitor]	-17%	1%	1%	-15%	1%	-29%	-30%	-2%
C=CCOC(=O)C1=C[C@H](c2ccc(Br)cc2)C[C@H](OCCCCO)O1	-5%	6%	0%	-1%	7%	3%	6%	-15%	8%
O=C(Nc1sc2c(c1C(=O)O)CCC2)c1cccc(Cl)c1	-10%	-28%	-23%	1%	-16%	-6%	u	-35%	u
CCCS(=O)(=O)NC(=O)C1(C)CCN(C(=O)c2ccc3c(c2)OCO3)C1 (stereo not drawn)	x	5%	8%	-3%	18%	-2%	0%	15%	u
N#Cc1cnc2ncnn2c1-c1ccccc1	-1%	u	2%	-6%	1%	-30%	2%	5%	11%
CN1CCN(C(=S)NC(=O)/C=C/c2ccccc2Cl)CC1	3%	22%	-3%[9.22 µM]	1%	12%	-3%[7.66 µM]	1%	-15%[7.66 µM]	8%
CCc1cccc(OCCCCNCCOC)c1	-4%	9%	6%	-7%	2%	-13%	10%	-24%	-10%
Cn1c(=O)c2cc(NC(=S)NC3CC3)ccc2n1Cc1ccc(F)cc1	x	24%	19%	-8%	0%	-9%	0%	-11%	12%
CN(C)CCC(=O)c1cccc(Br)c1	u	9%	-14%	-5%	-7%	0%	-4%	-7%	-17%
O=C(NNS(=O)(=O)c1ccc(F)cc1)c1cnccn1	-15%	-2%	0%[9.22 µM]	0%	16%	2%	6%	-2%	10%
Cc1nn(Cc2ccccc2Cl)c(C)c1NC(=O)c1cc(C(C)C)on1	x	u	u	x	x	-1%	8%	u	x
